Screening data from PubChem.
STAT1 blocker = reduces IFN-gamma driven STAT1 reporter signal; inhibition, % at 5.5 µM; NIH 3T3 STAT1-luciferase reporter, luminescence; actives 0.35% (n = 200,000);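 active = inhibition above a set limit, the mean inhibition across all tested compounds plus 3 SD, cut at about 34% in these data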;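 note: 0% = IFN-gamma with DMSO and 100% = IFN-gamma with 300 µM nifuroxazide; values of inactives mirror those of a sister screen read the other way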
Diaph act CS = activates diaphorase or chemically reduces, flagging diaphorase assay artifacts; activation factor at 20 µM; Diaphorase/resazurin coupled assay, resorufin fluorescence, 16 min; stronger effect = higher value; 1 = vehicle wells, 0 = NADH-free wells; actives 0.005% (n = 190,000);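 active = diaphorase activity raised at least twofold by the compound at 20 µM; inactive = activation factor below 2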
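Material: Clostridium kluyveri diaphorase, purified enzyme; Quantity: enzyme 0.07 U/mL final; Medium: HEPES pH 7.4 buffer with MgCl2 and Tween 20; Dosing: single compound dose of 20 µM, 1% DMSO final; Schedule: 16 min reaction at room temperature; Measured by: red resorufin fluorescence at 544/590 nm excitation/emission.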
APP transl inh = APP translation inhibition; inhibition, % at 2 µM; SH-SY5Y APP 5'UTR-luciferase reporter, luminescence; actives 0.82% (n = 190,000);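 active = inhibition above a set limit, derived from the sample mean plus 3 SD, cut at about 45% in these data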; note: values of inactives mirror those of a sister screen read the other way
Diaph inh CS = counter-screen for diaphorase-based assays: diaphorase inhibitors and chemical oxidizers. actives 0.69% (n = 190,000). inhibition, % at 20 µM. diaphorase resazurin-to-resorufin fluorescence, NADH, 16 min; bacterial (C. kluyveri) enzyme, not human;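 active = primary screen inhibition at 20 µM above a set limit, cut at about 50% in these data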;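 note: plate controls were DMSO with full reaction for no effect and wells lacking NADH for full effect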
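material = Clostridium kluyveri diaphorase enzyme | amount = 0.14 U/mL diaphorase, enzyme working solution | schedule = incubation 16 min, room temperature | detection = fluorescence of resorufin formed from resazurin, Ex 544/Em 590 nm | benchmarks = positive control minus NADH, DMSO neutral control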
G6PDH CS = counter-screen for G6PDH assay hits: L. mesenteroides G6PDH inhibition. Purified L. mesenteroides G6PDH, diaphorase/resazurin coupled fluorescence, 45 min. inhibition, % at 5 µM. actives 0.12% (n = 200,000); in the data active = inhibition above about 50%
STAT3 blocker = reduces IL-6 driven STAT3 reporter signal. actives 0.89% (n = 190,000). U3A cells, IL-6 STAT3-luciferase reporter, luminescence; host cell line lacks STAT1. inhibition, % at 5.5 µM;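 active = inhibition above the mean inhibition across all screened compounds plus 3 SD, cut at about 44% in these data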;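 note: 0% = DMSO only wells and 100% = 100 µM nifuroxazide control wells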
STAT3 activator = activators of IL-6 induced STAT3 signaling | U3A cells, IL-6 STAT3-luciferase reporter, luminescence; 100% = signal with IL-6 EC80 alone | activation (% of control), % at 5.6 µM | actives 0.91% (n = 190,000) | AID 871;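 active = activation above the screen-wide mean of compound activation plus 3 SD, cut at about 130% in these data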;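 note: 0% = background luminescence of wells with medium and substrate only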
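Test system: STAT3-luciferase reporter U3A cells; Detection: reporter luminescence signal; Times: 1 h compound pre-exposure, 6 h IL-6 stimulation, 37 °C; Benchmarks: IL-6-only high control; Also added: IL-6 stimulus at 33 ng/mL final.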
Hsp70 act = Hsp70 transcriptional activation, primary screen | actives 0.04% (n = 200,000) | HeLa Hsp70 promoter luciferase reporter, luminescence; scaled: vehicle 0, proteasome-inhibitor control 100% | activation, % at 10 µM;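 active = activation above the mean across all tested compounds plus 3 SD, cutoff set per campaign, cut at about 5.5% in these data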;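 note: 100% = MG132 at 30 µM as the positive control and 0% = DMSO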
STAT1 act = activators of IFN-gamma induced STAT1 signaling; NIH 3T3 STAT1-luciferase reporter, luminescence; 100% = IFN-gamma alone, no compound; activation (% of control), % at 5.5 µM; actives 2.6% (n = 200,000);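 active = activation above the screen-wide mean activation plus 3 SD, cut at about 130% in these data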;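 note: raw ratio to IFN-gamma control signal so 100% means no change and 0% no light; values of inactives mirror those of a sister screen read the other way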
TLR4-MyD88 BLA = blocks binding of human TLR4 to MyD88; HeLa CL3-4 TLR4/MyD88 BLA complementation, FRET ratio; inhibition, % at 8.4 µM; actives 0.18% (n = 200,000); AID 861; in the data active = inhibition above about 25%;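 note: 0% = vehicle and 100% = reference inhibitor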
Target sequence (O00206 whole entry, looked up): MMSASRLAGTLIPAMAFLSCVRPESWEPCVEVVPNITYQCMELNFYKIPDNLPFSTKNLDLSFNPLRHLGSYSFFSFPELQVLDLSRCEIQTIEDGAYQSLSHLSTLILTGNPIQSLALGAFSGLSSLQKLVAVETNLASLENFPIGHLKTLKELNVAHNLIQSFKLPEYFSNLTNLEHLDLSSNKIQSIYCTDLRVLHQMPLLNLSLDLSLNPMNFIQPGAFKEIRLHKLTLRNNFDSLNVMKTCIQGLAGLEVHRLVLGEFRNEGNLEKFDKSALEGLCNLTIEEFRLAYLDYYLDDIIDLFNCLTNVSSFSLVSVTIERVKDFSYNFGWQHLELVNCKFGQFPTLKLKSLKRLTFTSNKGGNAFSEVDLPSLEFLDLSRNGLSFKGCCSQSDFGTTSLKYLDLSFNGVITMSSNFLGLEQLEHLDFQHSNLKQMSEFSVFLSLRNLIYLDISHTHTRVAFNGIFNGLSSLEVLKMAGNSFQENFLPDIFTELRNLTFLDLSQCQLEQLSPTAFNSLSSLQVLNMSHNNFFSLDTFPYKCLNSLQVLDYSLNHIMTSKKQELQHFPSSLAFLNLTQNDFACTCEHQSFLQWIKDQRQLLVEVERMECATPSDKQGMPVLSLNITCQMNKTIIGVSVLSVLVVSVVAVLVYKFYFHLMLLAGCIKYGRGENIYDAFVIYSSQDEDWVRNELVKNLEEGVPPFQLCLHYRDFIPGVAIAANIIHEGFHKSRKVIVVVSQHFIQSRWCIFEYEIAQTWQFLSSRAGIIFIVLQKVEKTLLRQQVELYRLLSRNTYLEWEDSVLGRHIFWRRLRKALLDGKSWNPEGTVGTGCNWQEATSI
Target sequence (Q99836 whole entry, looked up): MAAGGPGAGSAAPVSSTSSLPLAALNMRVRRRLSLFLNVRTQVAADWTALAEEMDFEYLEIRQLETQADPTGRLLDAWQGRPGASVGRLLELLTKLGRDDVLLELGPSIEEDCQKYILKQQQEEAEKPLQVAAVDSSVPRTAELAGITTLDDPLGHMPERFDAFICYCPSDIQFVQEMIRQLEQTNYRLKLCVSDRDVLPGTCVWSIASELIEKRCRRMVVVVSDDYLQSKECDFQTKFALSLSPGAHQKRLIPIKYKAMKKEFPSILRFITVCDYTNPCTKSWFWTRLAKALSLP
Active calls of the source: *; x = not tested or not shown.

No.	molecule	STAT1 blocker	Diaph act CS	APP transl inh	Diaph inh CS	G6PDH CS	STAT3 blocker	STAT3 activator	Hsp70 act	STAT1 act	TLR4-MyD88 BLA
1	c1ccc(N2CCN(c3nc4cc5c(cc4s3)OCCO5)CC2)cc1	-64	0.9	-49	13	-28	24	81	0.1	158*	6
2	Cn1nc(C(=O)N2CCOCC2)c([N+](=O)[O-])c1C(=O)N1CCOCC1	8	0.9	6	8	-1	-2	102	-0.1	93	2
3	N/C(=N\OC(=O)CCN1C(=O)c2ccccc2C1=O)c1ccccn1	-5	0.9	-2	11	-3	18	91	0.0	104	-1
4	CC1CCCC(NC(=O)c2ccc3c(c2)N(Cc2ccccc2)C(=O)CS3=O)C1C (configuration not stated)	-10	1	-40	4	13	1	100	-0.1	110	-6
5	C=CCN(c1ccc(C(=O)Nc2ccc3c(c2)OCO3)cc1)S(C)(=O)=O	-10	0.8	10	17	10	10	96	-0.2	107	-7
6	Cc1cc(C(=O)N2CCCC(CNS(=O)(=O)c3cccs3)C2)nn1C (configuration not stated)	-5	1	-11	1	15	6	101	-0.1	103	-11
7	Cc1cccc(C)c1NC(=O)CN(C)C(=O)/C=C/c1cccs1	7	1	-1	-2	2	0	100	-0.1	94	2
8	COc1ccc(OC)c(-c2cc(C(=O)NCCN3CCOCC3)no2)c1	-5	1	-3	2	-2	-2	104	-0.2	105	-2
9	COc1ccc(NS(=O)(=O)c2cc(NC(=O)C3CC3)ccc2N2CCCCC2)cc1	28	0.8	-10	18	2	18	91	0.2	73	6
10	O=C(Cn1ncc2c1-c1ccccc1OC2)Nc1nc2ccccc2s1	1	0.7	3	34	10	16	94	0.1	99	5
11	Cc1ccn2c(CN(C)CCn3nc(C)cc3C)c(C(=O)N3CCCCCC3)nc2c1	3	0.9	-6	11	6	8	104	-0.2	97	-8
12	O=C(COC(=O)CCC1CCCC1)Nc1ccc(Cl)cn1	-4	0.9	0	12	25	4	101	-0.2	104	-1
13	COC(=O)c1ccc(NC(=S)NC2CCCCC2)cc1	8	0.7	-17	26	3	23	87	-0.2	93	4
14	COc1ccc(-c2nn(-c3ccccc3)cc2/C=N/NC(=O)c2cccc(S(=O)(=O)Nc3ccccc3Cl)c2)cc1	-3	0.8	-45	24	-20	-2	101	-0.3	103	17
15	Cc1cccc(OCCC(=O)Nc2ccc(F)c(F)c2)c1	8	1	-19	5	-5	14	92	-0.1	91	8
16	CCOc1ccccc1NC(=O)C1CCN(S(=O)(=O)c2cccc3cccnc23)CC1	x	0.8	4	21	4	x	x	x	x	x
17	Nc1c(-c2ccc(Cl)cc2)nnn1-c1ccccc1	-35	0.9	-89	9	18	6	99	0.5	132*	-6
18	COc1ccc(CCNC(=O)CC(c2ccccc2)c2cccc(C)c2O)cc1OC (configuration not stated)	14	0.9	2	10	12	3	103	-0.1	87	-5
19	Clc1cccc(N2CCN(CCNc3nc4ccccc4n4cnnc34)CC2)c1	-6	0.8	11	22	-59	14	92	-0.3	104	8
20	COc1ccc(CC(=O)NNC(=S)Nc2ccccc2)cc1Br	3	0.9	-16	5	-9	13	96	-0.1	104	6
21	CCn1c(C)c(C(C)=O)c(N2CCN(C(c3ccccc3)c3ccccc3)CC2)nc1=S	1	0.8	-28	15	3	5	102	-0.2	98	3
22	CCOC(=O)C1=C(Cc2ccc(C)cc2)C(=O)c2ccccc2C1=O	-1	0.6	0	40	54*	60*	50	-0.3	101	-1
23	CCOC(=O)CCc1c(C)c2ccc(OCc3cc([N+](=O)[O-])ccc3OC)cc2oc1=O	-4	0.9	1	5	0	4	97	-0.1	104	-1
24	CC(=O)c1cc(F)c(N2CCCCCC2)cc1C	-7	1	-6	5	2	2	99	-0.1	106	1
25	N#C/C(=C(/O)c1ccc(-c2cccc([N+](=O)[O-])c2)o1)c1nc2ccccc2s1	3	0.8	-17	25	4	-20	118	0.0	95	-1
26	COc1ccc(C(=O)NNC(=O)C(Cc2ccc(O)cc2)NC(=O)c2ccccc2NC(=O)c2ccc(OC)cc2)cc1 (configuration not stated)	-3	0.8	-8	18	-3	4	95	-0.5	102	1
27	OC1CCN(c2c3c(nc4cc(-c5ccc(Cl)cc5)nn24)CCC3)CC1	-7	0.9	-5	8	3	-5	107	-0.3	104	4
28	O=C(COc1ccc(C(=S)N2CCOCC2)cc1)N1CCCC1	-8	1.1	7	-9	2	-3	102	-0.1	108	-3
29	Cn1c(N)c(C(=O)COC(=O)CC2CC3CCC2C3)c(=O)n(C)c1=O (configuration not stated)	5	0.9	-12	7	-3	12	96	0.0	95	6
30	CCCOc1ccccc1C1NC(=O)NC(C)=C1C(=O)OCc1ccccc1 (configuration not stated)	0	0.7	-46	31	8	15	90	-0.1	107	-5
31	COc1cccc(C(=O)NC(C)C(c2cccs2)N2CCOCC2)c1 (configuration not stated)	0	1	8	0	0	11	98	-0.3	100	8
32	COc1ccc(Cl)cc1S(=O)(=O)NCc1cccs1	1	0.9	2	8	-3	9	96	-0.1	99	-2
33	O=C1NC(=Nc2cccc(Cl)c2)SC1Cc1cccc(Cl)c1Cl (configuration not stated)	-4	1	-21	-3	-1	10	98	-0.1	104	0
34	COc1ccccc1C(=O)NCC1CCN(c2ccc(S(=O)(=O)N3CCOCC3)cc2)CC1	6	1	3	3	2	16	91	-0.4	94	0
35	O=C(Cc1ccccc1)N/N=C/c1ccccn1	4	x	3	x	x	22	90	-0.1	97	-1
36	O=C(COc1ccc(-c2nnco2)cc1)N1CCN(S(=O)(=O)c2ccc3ccccc3c2)CC1	-1	1	11	-4	1	19	87	-0.1	101	-3
37	CC(C)(C)C(=O)Nc1nc(-c2ccccc2)ns1	-71	0.8	-144	17	4	11	94	-0.1	165*	4
38	CC(=O)n1c2c(c3ccccc31)OC(N)=C(C#N)C2c1ccc(C(C)C)cc1 (configuration not stated)	-32	0.9	-48	13	2	-73	165*	0.2	129*	1
39	O=C(Nc1ncccn1)C1CCCCC1	-8	0.9	2	6	11	5	98	-0.5	105	-1
40	Cc1sc2nc(C(C)Sc3n[nH]c(N)n3)[nH]c(=O)c2c1C (configuration not stated)	-5	0.8	-10	19	-3	5	102	0.0	103	-3
41	O=C(NC(=S)Nc1ccccc1O)c1ccc(-c2ccc(Cl)cc2)o1	-9	1	15	4	0	8	101	-0.1	108	-6
42	Cc1cc2c3c(c1)C1(SCC(=O)N1c1ccc(F)cc1)C(=O)N3C(C)(C)CC2C (configuration not stated)	-4	0.9	8	13	4	-16	113	-0.4	105	3
43	Cn1c(=O)n(C)c2cc(NS(=O)(=O)c3ccc(Cl)s3)ccc21	20	0.9	-13	5	9	14	89	-0.1	80	-3
44	O=C(c1ccc2c(c1)OCCCO2)c1cccs1	-29	0.9	-140	9	5	11	94	-0.2	127	4
45	Cc1cccc(N2CC(c3nc4ccccc4n3C)CC2=O)c1C (configuration not stated)	0	0.9	-30	11	13	7	94	-0.1	100	-4
46	O=C1[C@@H]2[C@@H]3C[C@@H]([C@H]4ON=C(c5ccc(Cl)cc5Cl)[C@@H]34)[C@@H]2C(=O)N1C1CCCCC1	-1	0.7	-3	32	2	0	101	-0.3	101	1
47	CC1CCN(S(=O)(=O)c2ccc(S(=O)(=O)N3CCCN(Cc4ccccc4)C3)cc2)CC1	6	x	-5	x	x	6	97	-0.2	95	-3
48	CC(NC(=O)c1cccnc1)C(c1cccs1)N1CCOCC1 (configuration not stated)	-3	0.9	-9	12	5	7	97	-0.4	103	5
49	Cc1ccc(CNC(=O)C2CCC(CNc3c(N4CCOCC4)c(=O)c3=O)CC2)cc1 (configuration not stated)	6	0.8	-1	16	3	7	102	-0.1	95	-6
50	COc1ccc(/C=C2\C(=O)N(c3nc(-c4ccc(Br)cc4)cs3)N=C2c2ccccc2)cc1	-1	x	-22	x	x	4	100	0.6	101	-10
51	CCCCCC/C(=N\NS(C)(=O)=O)c1ccccc1	3	0.9	-2	11	-3	7	96	-0.1	97	3
52	CCN1CCCC1CNCc1ccc(Cl)cc1Cl (configuration not stated)	10	0.9	-1	14	8	16	90	-0.4	89	-3
53	Cc1ccc(NC(=O)/C(=C\c2cccc(Br)c2)NC(=O)c2ccco2)cc1	8	0.8	5	21	3	12	99	0.0	93	2
